# Screening results (PubChem)
# NadD block: inhibitors of S. aureus NadD, primary screen, biochemical, colorimetric, uHTS | Nicotinate-nucleotide adenylyltransferase NadD (Staphylococcus aureus N315) | AID 602399, 2012 | actives 0.78% (n = 360,000) | inhibition, % at 20 µM | purified NadD enzyme, colorimetric absorbance read-out; in the data active = inhibition above about 26%; also: some compounds past the cut are filed as inactive
# LMPTP block: LMPTP phosphatase inhibitors, primary screen, biochemical, fluorescence intensity, uHTS. Low molecular weight phosphotyrosine protein phosphatase (Homo sapiens), P24666. recombinant LMPTP-A, OMFP fluorogenic substrate. inhibition, % at 20 µM. actives 0.22% (n = 360,000);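 active = compounds that cut the enzyme signal by at least half of the control window in the single-dose screen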;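 also: plate controls were DMSO wells with enzyme plus substrate for no effect and substrate without enzyme for full effect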
# Target sequence (P24666 whole entry, looked up): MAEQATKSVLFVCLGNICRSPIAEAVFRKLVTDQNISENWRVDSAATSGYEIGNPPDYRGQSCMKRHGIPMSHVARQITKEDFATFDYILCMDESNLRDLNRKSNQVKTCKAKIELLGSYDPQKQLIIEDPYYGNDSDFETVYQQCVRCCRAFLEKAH
#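 Assay system: LMPTP-A, protein tyrosine phosphatase of low molecular weight / Medium: pH 6.0 Bis-Tris buffer with DTT and Triton X-100 / Schedule: 50 min enzyme reaction at room temperature, protected from light / Measured by: endpoint fluorescence intensity from OMFP dephosphorylation / Read-out basis: % inhibition relative to no-enzyme and uninhibited control wells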
# DNMT1 block: human DNMT1 methyltransferase inhibitors, primary screen, biochemical, molecular beacon, fluorescence, HinP1I cleavage, uHTS; DNA (cytosine-5)-methyltransferase 1 (Homo sapiens), P26358; inhibition (reported as % activation of signal), % at 10 µM; actives 0.83% (n = 360,000); AID 588458, 2011; in the data active = inhibition above about 50%
# SUMO1 PPI mod: modulators of SUMO1 protein-protein interactions, primary screen, biochemical, uHTS; Small ubiquitin-related modifier 1 (Homo sapiens), P63165; SUMO1 binding to a labelled peptide, TR-FRET, 1 h; inhibition, % at 20 µM; actives 0.33% (n = 360,000); AID 602429, 2012; in the data active = inhibition above about 37%
# Target sequence (P63165 whole entry, looked up): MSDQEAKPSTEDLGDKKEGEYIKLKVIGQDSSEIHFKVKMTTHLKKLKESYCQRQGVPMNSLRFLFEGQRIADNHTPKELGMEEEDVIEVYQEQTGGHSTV
# STEP block: STEP phosphatase inhibitors, primary screen, biochemical, fluorescence intensity, uHTS; inhibition, % at 20 µM; Tyrosine-protein phosphatase non-receptor type 5 (Homo sapiens), P54829; actives 0.25% (n = 360,000); recombinant STEP, OMFP fluorogenic substrate; AID 588621, 2011;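 active = inhibition at 20 µM, scaled per plate between control wells, above about 37%, limit read from the data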;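 also: 0% = DMSO with enzyme and substrate and 100% = substrate only without enzyme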
#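 Assay system: isolated STEP enzyme. Buffer or medium: pH 6.0 Bis-Tris with DTT and Tween 20. Also added: fluorogenic phosphatase substrate OMFP at 25 µM final. Dosing: 20 µM, 1% DMSO. Timing: 20 min reaction, room temperature, in the dark. Measured by: fluorescence intensity, excitation 480 nm, emission 540 nm. Evaluation: normalized % inhibition.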
# CendR NRP1 mod: modulators of CendR peptide binding to NRP-1, primary screen, biochemical, fluorescence polarization, uHTS; FAM-RPARPAR peptide binding to NRP-1; actives 0.85% (n = 360,000); inhibition, % at 25 µM; AID 602438, 2012; Neuropilin-1 (Homo sapiens), O14786;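 active = inhibition or corrected inhibition above about 18%, plus a signal ratio from 0.5 to 1.5, limit read from the data, passing the limit was not always enough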; also: strong numbers were not always called active
# Scp1 inh: Scp-1 phosphatase inhibitors, primary screen, biochemical, colorimetric, uHTS; AID 493091, 2011; inhibition, % at 20 µM; Carboxy-terminal domain RNA polymerase II polypeptide A small phosphatase 1 (Homo …; Recombinant Scp1, phosphopeptide, malachite green phosphate absorbance; actives 0.88% (n = 340,000);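 active = inhibition above about 50% at 20 µM, limit read from the data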;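 also: plate controls were DMSO wells with enzyme for no effect and wells lacking enzyme for full effect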
#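 Test system: SCP-1 phosphatase catalytic domain, residues 76-261 | Compound dosing: One concentration, 20 µM, with 1.0% DMSO | Schedule: 45 min room-temperature reaction, 5 min colour, 30 min stabiliser | Detection: Absorbance at 630 nm | Read-out basis: % inhibition of SCP-1 phosphate liberation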
# Tb MetRS inh: T. brucei MetRS inhibitors, primary screen, biochemical, luminescence; methionyl-tRNA synthetase (Trypanosoma brucei brucei); purified T. brucei MetRS, ATP depletion, Kinase-Glo luminescence; inhibition, % at 11.9 µM; actives 0.4% (n = 360,000);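 active = inhibition above a per-plate cutoff of the control wells' mean inhibition plus 3 SD, cut at about 5.5% in these data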;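 also: 0% = DMSO wells median and 100% = median of wells with control inhibitor compound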
#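 Material: T. brucei methionyl-tRNA synthetase, purified; reagent: substrates ATP, L-methionine and bulk Escherichia coli tRNA; dosing: 11.9 µM single point; timing: 15 min plus 2 h at 25 °C; detection: luminescence of leftover ATP; evaluation: % inhibition; control set: DMSO-only wells as low control; replicates: singlicate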
# Neddyl block: inhibitors of cullin neddylation, primary screen, biochemical, TR-FRET, uHTS, NAE and Ubc12. actives 0.58% (n = 360,000). AID 651699, 2012. calls only at 25 µM. NEDD8-conjugating enzyme Ubc12 (Homo sapiens) + NEDD8-activating enzyme E1 regulatory …; in the data active = inhibition above about 36%
# Target sequence (P61081 whole entry, looked up): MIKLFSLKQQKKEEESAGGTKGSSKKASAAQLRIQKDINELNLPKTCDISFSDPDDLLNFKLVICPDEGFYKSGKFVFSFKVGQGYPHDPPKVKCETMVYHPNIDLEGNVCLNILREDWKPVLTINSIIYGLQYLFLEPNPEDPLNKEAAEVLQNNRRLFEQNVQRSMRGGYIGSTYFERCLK
# Target sequence (Q13564 whole entry, looked up): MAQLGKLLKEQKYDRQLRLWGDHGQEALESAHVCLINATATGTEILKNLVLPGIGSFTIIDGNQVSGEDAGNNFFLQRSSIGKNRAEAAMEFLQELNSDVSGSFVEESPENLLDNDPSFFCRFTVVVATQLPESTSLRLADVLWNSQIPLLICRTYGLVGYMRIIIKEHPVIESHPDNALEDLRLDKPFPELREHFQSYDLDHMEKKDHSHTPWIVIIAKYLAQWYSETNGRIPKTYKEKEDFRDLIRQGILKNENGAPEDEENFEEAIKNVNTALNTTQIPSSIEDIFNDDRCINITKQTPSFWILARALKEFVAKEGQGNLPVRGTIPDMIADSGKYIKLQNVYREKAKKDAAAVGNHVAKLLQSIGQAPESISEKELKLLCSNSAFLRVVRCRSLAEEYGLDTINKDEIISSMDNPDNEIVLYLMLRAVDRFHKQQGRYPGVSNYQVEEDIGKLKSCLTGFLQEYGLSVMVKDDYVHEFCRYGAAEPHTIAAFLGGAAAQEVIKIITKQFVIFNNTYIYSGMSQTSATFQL
# SKN-1 block: suppressors of acrylamide-induced Pgst-4::GFP reporter in worms, primary screen, SKN-1 inhibitor project, whole organism, uHTS, GFP/RFP fluorescence ratio, strain VP596 | C. elegans VP596 Pgst-4::GFP/RFP ratio, 24 h | inhibition, % at 21.8 µM | actives 0.49% (n = 360,000);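 active = interference check ratio from 0.5 to 1.5 plus GFP to RFP signal ratio inhibition reaching or exceeding a fixed threshold, cut at about 30% in these data, passing the limit was not always enough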; also: some compounds called inactive have numbers as strong as hits
# Numbers without * were called inactive; i = inactive; nt = not tested or not shown. Compounds were not picked by outcome. Share with any hit: about 4.6%.
molecule	Neddyl block	LMPTP block	CendR NRP1 mod	DNMT1 block	SUMO1 PPI mod	NadD block	SKN-1 block	STEP block	Tb MetRS inh	Scp1 inh
CC1CN(S(=O)(=O)c2ccc(NC(=O)CCCN3C(=O)c4ccccc4C3=O)cc2)CC(C)O1 (centres undefined)	i	-0.9	0	4	-6	-7	-1	0	-0.6	-7
C/C(CCC1CC(C)OC1=O)=N\NC(N)=O (centres undefined)	i	0.0	-4	-7	3	7	-8	0	-0.7	-4
COc1ccc(CCNC(=O)CN(c2cc([N+](=O)[O-])ccc2OC)S(C)(=O)=O)cc1OC	i	-1.6	4	0	-5	-1	-1	0	-0.9	-1
COCC(=O)Nc1ccc(N(C)C)cc1	i	-1.7	12	-9	-6	-1	6	-2	-0.1	-8
COc1ccc([C@H]2C[C@@H](n3cc(COC(=O)c4ccccc4)nn3)[C@H](O)CN2C(=O)c2cccs2)cc1	i	-0.8	-5	2	0	1	3	-2	-0.8	nt
Cc1cccc(N(CC(=O)NCCSCc2ccco2)S(=O)(=O)c2ccccc2)c1	i	1.2	-7	3	-1	-1	2	-11	0.2	-7
O=c1ccncn1C1OC(CO)C(O)C1O (centres undefined)	i	0.0	4	9	4	2	0	-4	-0.5	2
COc1ccc(C)cc1NS(=O)(=O)c1ccc(Cl)nc1	i	-0.2	2	2	6	0	-6	5	0.2	-7
N/C(=N\OC(=O)CCCc1ccccc1)c1ccc(Br)cc1	i	1.0	4	6	-1	2	25	3	-0.5	-2
COc1ccc(/C(C)=N/N2CCCCC2)c(O)c1	i	0.1	3	1	-2	-3	-1	-1	-0.6	-11
COc1ccc(C)cc1NC(=O)c1sc2ncnc(N3CCN(c4ccccn4)CC3)c2c1C	i	5.1	3	1	-47	13	-3	-3	-0.3	-3
O=C(Cc1noc2ccccc12)NNC(=S)Nc1ccc(Cl)cc1	i	-0.1	0	4	-1	-6	-5	0	0.0	-17
COc1cccc(C2=CC(=O)CC(C)(C)C2)c1	i	-0.6	8	3	-4	-1	2	-2	-0.1	-2
O=C1N/C(=N/N=C/c2ccccc2O)SC1Cc1ccc(F)cc1 (centres undefined)	nt	-0.2	-2	-2	-15	-4	-3	-2	-0.5	-12
CC1(C(=O)N/N=C/c2cc3c(cc2Br)OCO3)CC1(Br)Br (centres undefined)	i	1.5	5	-1	-6	2	-3	-2	-0.4	-4
Cc1ccc(C(=O)Cn2nnc3ccccc32)cc1C	i	-0.2	-21	2	-4	-2	4	0	-0.5	0
N#CCCn1[nH]c(-c2ccccc2)cc1=O	i	-0.8	-4	-12	1	6	2	-3	-0.4	-11
CCCN=C1N(CC)C[C@@H]2[C@@H]3C(=O)N(C)C(=O)[C@@H]3[C@](Cc3ccccc3)(C(=O)OC)N12	i	-1.4	-8	8	0	-3	13	-3	-2.7	4
CCCCN(C)C(=O)c1cn(C)c2ccc(S(=O)(=O)N3CCC(C)CC3)cc2c1=O	i	0.5	0	1	1	-1	-2	-1	0.1	-4
CCCCC(=O)Nc1ccc(C(=O)NCCc2ccc(S(N)(=O)=O)cc2)cc1	i	5.4	-5	8	-1	4	1	2	1.2	-1
Nc1nonc1-n1nnc(C(=O)N/N=C/c2ccc(OCc3ccc(F)cc3)cc2)c1COc1ccccc1	nt	-0.6	1	7	1	25	-4	1	-0.1	-5
O=S1(=O)C=C(SCc2ccc(Cl)c(Cl)c2)Nc2ccccc21	i	0.4	-15	-8	1	-3	6	4	0.9	4
COc1ccc(Nc2nc(N)nc(CSc3nnc(C)s3)n2)cc1	i	-0.4	8	-3	4	1	8	-12	-1.6	-14
COc1ccc(S(=O)(=O)N(C)C)cc1NC(=O)COC(=O)c1nn(C)c(=O)c2ccccc12	i	-0.6	8	-1	-3	-1	9	-2	0.4	-6
O=C(c1n[nH]c2c1CCC2)N1CCCC(Nc2cccc(F)c2)C1 (centres undefined)	i	0.7	2	-3	0	6	9	1	0.2	12
Cc1occc1-c1nnc(SCC(=O)N2c3ccccc3CCc3ccccc32)n1C	i	0.4	-3	-2	1	1	16	1	-0.7	11
CC(NS(C)(=O)=O)C(c1cccs1)N1CCN(c2ccc(F)cc2)CC1 (centres undefined)	i	2.5	7	0	3	-1	3	-5	-0.3	-4
CCOC(=O)C1=C(C)Nc2ccccc2N/C1=N\S(=O)(=O)c1cc(C(=O)O)ccc1Cl	i	7.1	-14	39	10	2	-25	10	0.0	50*
Cc1nnc(NS(=O)(=O)c2ccc(F)cc2)s1	i	-1.9	4	-2	1	-2	15	-1	-0.6	-5
O=C(C1CCCN1C(=O)c1cccs1)N1CCN(S(=O)(=O)c2ccc(F)cc2)CC1 (centres undefined)	i	-1.2	8	5	0	-1	-1	0	-0.1	-1
Cn1c(=O)c2c(nc3n2CC(CO)O3)n(C)c1=O (centres undefined)	i	0.3	7	-1	-1	1	8	-2	-1.1	-8
O=C1/C(=C/c2cccnc2)SC(=S)N1N1CCOCC1	i	-0.9	-4	2	-34	-1	1	3	0.8	-5
CC1CN(c2snnc2C=C2C(=O)OC(C)(C)OC2=O)CC(C)O1 (centres undefined)	i	0.2	-21	-5	-4	-8	2	6	0.5	3
CCCC[C@@H]1CC2=C(C(=O)OC(C)(C)O2)[C@@H](c2ccc(F)cc2)O1	i	-0.2	0	nt	5	-2	8	nt	-0.6	nt
C/C(=N\NC(=S)NCCc1ccccc1)c1ccc(C)cc1	i	2.2	-16	-2	1	7	12	3	-0.7	0
O=C(CC1S/C(=N/N=C2CCCCCC2)NC1=O)Nc1ccccc1F (centres undefined)	i	-0.7	-3	0	2	3	1	-3	-0.1	-5
COc1ccc2c(c1)CCc1c(C(=O)N3CCCc4ccccc43)noc1-2	i	3.1	11	-8	1	-8	-1	7	-1.0	-15
Cc1ccc(-c2cc(-c3nnc(SCC(=O)NC(C)C(C)C)n3N)c3ccccc3n2)cc1 (centres undefined)	i	1.8	0	-5	-7	-2	5	-4	-0.3	-9
O=C(COC(=O)c1ccco1)NCc1ccc(Cl)cc1	i	-0.3	9	7	0	-4	-7	-3	-0.1	-5
N#CCC(N)=C(C#N)C#N	i	-1.1	-7	-8	13	1	9	1	0.4	-9
COc1ccc(OC(=O)c2cc(S(=O)(=O)N3CCCC3)ccc2Cl)cc1	i	1.5	-4	-2	3	-11	7	0	-0.7	-7
COc1ccc(CNC(=S)Nc2ccccc2C)cc1	i	-0.4	1	-2	1	0	5	0	-0.2	-12
Cn1c(=O)c2c(nc(NCC3CCCO3)n2Cc2cccc(Br)c2)n(C)c1=O (centres undefined)	i	-0.8	-16	-2	4	1	23	-4	0.2	-7
CCOCC(=O)Nc1c(C(=O)Nc2ccc3c(c2)OCO3)oc2ccccc12	nt	3.0	11	-2	-2	-10	6	-2	0.6	-9
COc1ccc(N2COC3c4cccc5cccc(c45)C32)cc1 (centres undefined)	i	0.2	-2	-13	-15	0	-4	2	-0.2	-25
Brc1cccc(-c2nnc3sc(CNCc4ccco4)cn23)c1	i	0.5	-1	2	11	9	-4	-3	-0.3	0
Cc1ccc2c(C(=O)CN3CCN(C(=O)c4ccco4)CC3)c(C)[nH]c2c1	i	0.9	-2	-3	0	-1	1	-1	-0.6	-13
O=C(Nc1cccc(NC(=O)c2ccco2)c1)c1ccccc1	i	-0.5	-1	0	2	1	18	0	0.7	-1
COc1ccccc1C(NC(=O)C1CCN(CCc2ccc(Br)cc2)CC1)c1ccccn1 (centres undefined)	i	-1.1	-4	3	4	-7	6	-2	0.1	nt
CCOC(=O)Nc1cccc(OCC(=O)Nc2ccccc2OCC)c1	i	0.6	-6	-4	0	5	6	1	-0.3	-9

# As a short view, two of the compounds above:
molecule	Neddyl block	LMPTP block	CendR NRP1 mod	DNMT1 block	SUMO1 PPI mod	NadD block	SKN-1 block	STEP block	Tb MetRS inh	Scp1 inh
Cc1occc1-c1nnc(SCC(=O)N2c3ccccc3CCc3ccccc32)n1C	i	0.4	-3	-2	1	1	16	1	-0.7	11
CC(NS(C)(=O)=O)C(c1cccs1)N1CCN(c2ccc(F)cc2)CC1 (centres undefined)	i	2.5	7	0	3	-1	3	-5	-0.3	-4

# More entries.
molecule	Neddyl block	LMPTP block	CendR NRP1 mod	DNMT1 block	SUMO1 PPI mod	NadD block	SKN-1 block	STEP block	Tb MetRS inh	Scp1 inh
CCOc1cc(NC2CS(=O)(=O)CC2O)c(OCC)cc1NC(=O)c1ccccc1 (centres undefined)	i	-3.1	5	-13	-7	11	8	-4	-0.4	-2
COc1cc(C(=O)N/N=C/c2ccc(OC(=O)N3CCOCC3)cc2)cc(OC)c1OC	i	-0.3	6	-3	-9	-2	3	-3	-0.4	-1
CC(C)(C)C(=O)NNc1nc(-c2ccccc2)c2cc(Br)ccc2n1	i	1.2	-1	-2	-4	-1	4	-2	-0.2	-12
C/C(=N\n1cnnc1)c1ccc(C#N)cc1	i	0.2	14	1	2	-4	4	-1	-0.4	-3
CC1(OC(=O)c2ccc(Cl)nc2)C(=O)C=C2C=C3CCCN3C=C2C1=O (centres undefined)	i	3.7	51*	66*	15	6	12	10	0.6	65*
Cc1ccc(Cc2cnc(NC(=O)CN3CCOCC3)s2)cc1Cl	i	-0.1	-9	0	1	-1	6	3	-0.1	-3
CCN1/C(=C\C=C(C(C)=O)C(C)=O)Sc2ccccc21	i	14	-106	11	-54	2	21	1	0.8	-7
CC(OC(=O)c1ccco1)C(=O)Nc1ccc(Cl)cn1 (centres undefined)	i	1.5	13	9	13	-3	-5	-2	0.1	-4
